# MITF act – activators of MITF-driven TRPM1 promoter activity in SK-MEL-5 cells; activation, % at 12.5 µM; SK-MEL-5 TRPM1-promoter luciferase, 24 h; % of positive control, neutral wells = 0; 0.75% of 300,000 active;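 active = mean activation of at least 80% with every replicate also reaching 80%; inconclusive = mean reaches 80% but some replicate falls short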;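 note: 0% = neutral control wells and 100% = parthenolide positive control wells; values of inactives mirror those of a sister screen read the other way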
# dFosB act – enhances mouse delta FosB homodimer DNA binding | P13346 | purified delta FosB, TAMRA-CDK5 oligo fluorescence polarization; percent of positive-control signal above neutral wells | activation, % at 25 µM | 0.99% of 340,000 active | AID 493131;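 active = mean activation above about 17%, with every replicate also reaching it, limit read from the data, passing the limit was not always enough; inconclusive = only one of the two conditions met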;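 note: fluorescence polarization rise as delta FosB binds a TAMRA Cdk5 AP-1 oligo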
# CAL PDZ FP-1 – human CAL PDZ-peptide interaction inhibition. purified CAL PDZ, TMR-peptide fluorescence polarization, 1 h. inhibition, % at 20 µM. 0.02% of 330,000 active. AID 504414;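 active = highest replicate inhibition of at least 40%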;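 note: plate controls were DMSO neutral control wells for no effect and unlabeled competitor peptide control wells for full effect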
#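 material = purified tagged CAL PDZ domain construct (CerCALP) | buffer or medium = sodium phosphate/NaCl buffer pH 7.4 with TCEP, IgG, Thesit | reagent = TMR-labelled reporter peptide T*-PRC34 bound in PDZ groove | incubation = 1 h room-temperature incubation prior to read | measured by = fluorescence polarization (mP) | evaluation = percent inhibition from loss of millipolarization | control set = unlabelled peptide and DMSO controls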
# CAL PDZ FP-2 – inhibitors of human CAL PDZ peptide binding; Q9HD26; purified CAL PDZ, TMR-peptide fluorescence polarization, 1 h; inhibition, % at 24.9 µM; 0.92% of 300,000 active; AID 602252;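 active = mean inhibition of at least 30% with at least half of replicates also reaching 30%; inconclusive = no clear call, values can overlap the other calls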;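 note: 0% = DMSO neutral control and 100% = excess unlabeled competitor peptide PRC23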
# PfHsp90 set2 – inhibits growth of yeast expressing Plasmodium falciparum Hsp90; 0.32% of 310,000 active; AID 504621; inhibition, % at 9.4 µM; S. cerevisiae expressing PfHsp90, BacTiter-Glo ATP, 48 h; yeast lacking PDR1 and PDR3 efflux regulators;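 active = every replicate shows inhibition above about 80%, whatever the replicate mean, limit read from the data; inconclusive = mean inhibition reaches the set limit but some replicate falls short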;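 note: 0% = DMSO neutral controls and 100% = 20 µM radicicol positive controls; yeast relying on Plasmodium falciparum Hsp90 in place of its own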
# PvdQ inh – P. aeruginosa PvdQ acylase inhibition | inhibition, % at 10 µM | 0.063% of 340,000 active | purified PvdQ acylase, fluorescence plate reader; in the data active = inhibition above about 30%, passing the limit was not always enough; inconclusive = no clear call, values can overlap the other calls;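 note: 0% = vehicle neutral wells and 100% = reference inhibitor wells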
# NSD2 HMT inh – blocks human histone methyltransferase NSD2; 0.54% of 310,000 active; inhibition, % at 12.5 µM; NSD2 peptide methylation, AlphaScreen, 120 min; in the data active = inhibition above about 50%
# Target sequence (O96028 whole entry, looked up): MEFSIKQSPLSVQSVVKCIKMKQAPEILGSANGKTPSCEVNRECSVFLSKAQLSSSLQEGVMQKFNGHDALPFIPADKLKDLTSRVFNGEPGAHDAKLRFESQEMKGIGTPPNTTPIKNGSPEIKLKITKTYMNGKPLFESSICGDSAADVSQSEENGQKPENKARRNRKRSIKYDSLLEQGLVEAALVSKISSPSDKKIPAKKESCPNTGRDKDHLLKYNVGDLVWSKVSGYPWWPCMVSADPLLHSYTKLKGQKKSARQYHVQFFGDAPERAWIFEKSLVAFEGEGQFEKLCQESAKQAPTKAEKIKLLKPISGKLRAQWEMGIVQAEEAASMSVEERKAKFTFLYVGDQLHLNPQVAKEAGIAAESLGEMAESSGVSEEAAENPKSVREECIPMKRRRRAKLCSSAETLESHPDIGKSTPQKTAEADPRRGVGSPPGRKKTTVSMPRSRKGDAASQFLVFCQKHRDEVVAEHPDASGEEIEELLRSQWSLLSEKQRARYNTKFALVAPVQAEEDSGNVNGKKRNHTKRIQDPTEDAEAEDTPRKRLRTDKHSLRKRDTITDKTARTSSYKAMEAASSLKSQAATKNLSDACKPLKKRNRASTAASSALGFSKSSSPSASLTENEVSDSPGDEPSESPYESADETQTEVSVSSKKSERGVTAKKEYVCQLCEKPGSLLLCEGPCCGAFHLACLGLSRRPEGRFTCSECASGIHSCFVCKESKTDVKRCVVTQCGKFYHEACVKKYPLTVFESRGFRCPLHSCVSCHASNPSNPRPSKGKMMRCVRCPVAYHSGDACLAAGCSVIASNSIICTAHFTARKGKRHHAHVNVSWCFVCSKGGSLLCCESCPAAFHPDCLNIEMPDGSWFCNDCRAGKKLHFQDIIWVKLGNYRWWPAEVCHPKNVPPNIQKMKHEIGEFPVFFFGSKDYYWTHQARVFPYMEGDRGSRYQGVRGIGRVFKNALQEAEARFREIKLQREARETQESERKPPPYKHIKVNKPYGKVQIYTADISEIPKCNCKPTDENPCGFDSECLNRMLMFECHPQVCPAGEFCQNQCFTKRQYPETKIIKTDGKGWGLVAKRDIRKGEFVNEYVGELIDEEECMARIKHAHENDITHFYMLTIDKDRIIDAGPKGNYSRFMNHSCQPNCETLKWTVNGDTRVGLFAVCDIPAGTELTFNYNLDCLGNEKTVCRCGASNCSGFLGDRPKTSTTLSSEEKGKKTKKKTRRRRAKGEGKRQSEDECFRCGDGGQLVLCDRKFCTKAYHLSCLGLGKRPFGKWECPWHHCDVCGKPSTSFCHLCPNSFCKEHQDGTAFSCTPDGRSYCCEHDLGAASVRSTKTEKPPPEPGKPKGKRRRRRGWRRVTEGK
# SR-BI DiI-HDL act – activators of SR-BI mediated HDL lipid uptake | CHO ldlA[mSR-BI] cells, DiI-HDL uptake fluorescence, 3 h; 100 = double the neutral-control signal | activation, % at 12.5 µM | 0.096% of 320,000 active;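 active = mean replicate activation of at least 60% and every replicate at or above 60%; inconclusive = mean or all-replicate condition met, but not both; inactive = mean below 60% and not all replicates reaching 60%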;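 note: 0% = median plate neutral-control signal and 100% = twice that signal; values of inactives mirror those of a sister screen read the other way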
#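 Test system: SR-BI-overexpressing, LDLR-lacking CHO cells. Measured by: DiI fluorescence, bottom read. Medium: Ham's F12 with 0.5% BSA, HEPES 25 mM, pH 7.4. Timing: 3 h uptake period with compound, 37 °C.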
# Rtt109 HAT inh – inhibitors of Candida albicans Rtt109/Vps75 histone acetyltransferase | purified Rtt109/Vps75, ThioGlo CoA-SH fluorescence, 4 h | inhibition, % at 34.9 µM | AID 540336 | 0.16% of 330,000 active | Q5AAJ8;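 active = inhibition of at least 50% in every replicate; inconclusive = best replicate reaches 50% inhibition but some replicates fall short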
# SR-BI HDL uptake – mouse SR-BI HDL lipid transfer inhibition. ldlA[mSR-BI] CHO cells, DiI-HDL uptake fluorescence, 3 h. inhibition, % at 12.5 µM. 0.96% of 320,000 active. AID 488896;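 active = mean replicate inhibition of at least 70% and a set share of replicates each scoring 70 or more; inconclusive = meets just one of the two criteria; inactive = fails both criteria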;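 note: 0% = median of neutral control wells and 100% = median of positive control wells; values of inactives mirror those of a sister screen read the other way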
# Starred values were filed as active, the others as inactive; ? = inconclusive; nt = not tested or not shown.
SMILES,MITF act,dFosB act,CAL PDZ FP-1,CAL PDZ FP-2,PfHsp90 set2,PvdQ inh,NSD2 HMT inh,SR-BI DiI-HDL act,Rtt109 HAT inh,SR-BI HDL uptake
COc1ccccc1C(C)Nc1nc(-c2cccnc2)nc2ccccc12 (stereo unspecified),-3,-13,-3.8,-8,8,-13,nt,-9,6,9
CCOC(=O)CSc1nc(Nc2ccc3c(c2)OCO3)c2ccccc2n1,5,-3,-1.1,-2,-7,-12,-2,-28,2,28
CN(C)c1ccc(S(=O)(=O)N2CCCCC2)cc1NC(=O)C1=NN(c2ccccc2)C(=O)CC1,-1,-8,-2.1,-3,-5,-12,21,-4,3,4
O=C(O)CNc1ccccc1C(=O)O,-16,-8,-1.1,6,-25,-7,11,-27,8,27
Cc1cc(NC(=O)CSc2nc3cc(C)c(C)cc3cc2C)no1,9,-10,-1.1,-2,4,-13,-2,nt,-2,nt
CC(C)(/C=N/O)/[N+]([O-])=C/c1ccccc1,nt,-1,0.7,-3,-1,3,-4,-10,6,10
COc1ccc(Cl)cc1NC(=O)NN1CCN(C)CC1,1,3,-2.6,-5,-2,-12,1,16,-1,-16
Cc1nc2n(n1)C(c1ccccc1)C1=C(CC(c3ccco3)CC1=O)N2 (stereo unspecified),-2,3,-1.4,-4,-10,-16,-2,26,3,-26
CC(C)CCn1c(Br)nc2c1c(=O)n(CC(N)=O)c(=O)n2C,nt,-9,-4.7,-1,9,-12,-1,-8,11,8
O=C(/C=C/c1ccco1)N1CCN(c2ccc(F)cc2)CC1,4,-3,0.6,nt,0,-16,2,-12,-3,12
NS(=O)(=O)c1ccc(CCNC(=O)c2cc(-c3cccs3)nc3ccccc23)cc1,-6,-17,-3.4,-6,-21,-15,-7,-72,-26,?
COC1=CC(=O)C(C2CC(=O)c3c(O)cc(O)cc3O2)=CC1=O (stereo unspecified),16,-8,-0.1,-4,4,-18,15,15,-1,-15
COc1ccc(NC(=O)C(CCSC)N2C(=O)c3ccccc3C2=O)cc1 (stereo unspecified),-3,-8,0.0,-4,2,4,1,8,1,-8
COc1ccccc1NS(=O)(=O)c1ccc(O)c(NC(=S)NCC2CCCO2)c1 (stereo unspecified),6,-5,-3.6,0,11,1,5,nt,33,nt
O=C1OC(c2ccccc2)=C/C1=C/N1CCOCC1,38,3,-2.0,-3,-5,11,-3,26,3,-26
O=C(N=c1ccn(-c2nc3ccccc3nc2NS(=O)(=O)c2ccccc2)cc1)c1cccs1,4,4,0.9,-3,5,9,-1,4,6,-4
CCCN(CC1CC1)S(=O)(=O)c1ccc(S(N)(=O)=O)cc1,-3,-5,-0.9,nt,47,-14,nt,3,4,-3
Clc1cccc(-c2ccc(/C=N/n3cnnc3)o2)c1,-3,-17,-3.1,-2,2,4,0,25,nt,-25
CC(C)=C1C2CCC1C1C(=O)N(NC(=O)COc3ccc(C(C)(C)C)cc3)C(=O)C21 (stereo unspecified),nt,-11,0.6,nt,-13,-4,-33,-5,0,5
COc1ccc(N(C(=O)c2ccco2)C(C(=O)NC2CCCC2)c2ccco2)cc1OC (stereo unspecified),2,-1,-0.7,-2,16,-5,0,25,3,-25
COc1cccc(NC(=O)c2ccc3c(c2)N(CC(=O)N2CCOCC2)C(=O)C(C)(C)O3)c1,2,-4,-3.0,-6,7,-9,-4,nt,-6,nt
O=S(=O)(c1cnccc1N1CCN(/N=C/c2ccc(Br)cc2)CC1)N1CCCCC1,-11,2,0.4,1,-14,4,0,-8,-1,8
CC(C)(S)[C@@H](N)C(=O)O,-6,-3,0.6,-3,-4,-13,nt,2,4,-2
Cc1cccc(N2CCN(C(=O)CCS(=O)(=O)c3ccc(Br)cc3)CC2C)c1 (stereo unspecified),-7,-4,-1.7,-2,27,-11,1,-8,nt,8
CCCCn1nnnc1NCc1ccc(C)s1,nt,2,0.0,-5,-17,0,-1,23,4,-23
# (cont.)
SMILES,MITF act,dFosB act,CAL PDZ FP-1,CAL PDZ FP-2,PfHsp90 set2,PvdQ inh,NSD2 HMT inh,SR-BI DiI-HDL act,Rtt109 HAT inh,SR-BI HDL uptake
Cc1cc(C)c2nc(SC(C)C(=O)NCC(=O)Nc3ccc(F)c(F)c3F)cc(C)c2c1 (stereo unspecified),8,-25,0.2,-4,-28,-6,1,-8,2,8
CCCCNC(=O)C1CCC(CNc2nc(=S)[nH]c3ccccc23)CC1 (stereo unspecified),-8,-3,-0.4,2,-16,-9,-5,1,-3,-1
c1ccc(-n2nnnc2CN2CCOCC2)cc1,-4,1,0.3,5,-2,3,0,7,-7,-7
O=C(NCCc1ccccn1)c1cc2ccccc2o1,58,1,-1.6,nt,13,0,nt,nt,-1,nt
Cn1c(=O)c([N+](=O)[O-])c(NCc2ccccc2)c2ccccc21,-7,-2,-2.8,-2,-11,-11,0,nt,10,3
CCOc1ccc(C2=NNC(c3cccs3)=Nc3ccc(OC)cc32)cc1,12,0,-1.3,-1,-8,2,6,-6,-3,6
COc1cccc(CNC(=O)c2ccc(OC)c(S(=O)(=O)NC3CCCC3)c2)c1,-9,-13,-0.4,nt,-7,-4,-1,-18,7,18
CN(CCOc1ccccc1)CC(=O)Nc1cc([N+](=O)[O-])ccc1Cl,8,-2,-0.9,0,-4,2,9,14,2,-14
COc1cc(/C=C/C(=O)OCC(=O)NC2CCS(=O)(=O)C2)ccc1O (stereo unspecified),11,-6,0.3,1,-8,1,-2,28,1,-28
Cc1sc2nc3n(c(=O)c2c1C)NC(=O)CC3,-5,-5,-0.3,-5,-21,-9,-1,-14,0,14
Cc1cc(-c2nnc(SCC(=O)c3ccc(Cl)cc3)o2)no1,-4,4,-2.2,-2,5,6,-2,2,18,-2
CCN(CC)S(=O)(=O)c1ccc(Oc2ccc(S(=O)(=O)N(CC)CC)cc2)cc1,nt,3,-1.7,-4,nt,8,-2,4,nt,-4
CC(/C=N/Nc1nc2ccccc2[nH]1)=C\c1ccccc1,0,8,1.0,2,14,-3,0,-14,-12,14
O=C(OCc1cnc(Cl)s1)c1ccccc1Cl,nt,1,-0.1,nt,16,-2,0,24,-4,-24
O=C(NCC(=O)N1CCC2(CC1)NCCc1[nH]cnc12)c1ccc(F)cc1,4,0,-2.8,14,-8,-8,2,-4,-3,4
O=C(Nc1ccc(S(=O)(=O)N2CCCC2)cc1)C1CCCN1C(=O)c1cccs1 (stereo unspecified),-6,1,-1.9,1,-9,-18,1,26,-18,-26
CC(=O)Nc1ccc(C(=O)NCC2(N3CCCCC3)CCCCC2)cc1,0,1,-2.1,-1,-11,-15,nt,19,2,-19
COc1ccc(N2CCN(C(=O)CSc3nc4c(c(=O)n(C)c(=O)n4C)n3C(C)C)CC2)cc1,-7,-8,-2.3,-1,-13,-4,0,2,-9,-2
Cc1ccc(C(=O)N(CCCN(C)C)c2nc3ccc(Cl)cc3s2)cc1C,3,-24,-5.3,-5,-29,-4,8,nt,17,nt
CC(C)(C)OC(=O)N1CCN(C(=O)Nc2ccc3c(c2)OCCO3)CC1,8,1,0.6,-2,-9,-3,-10,9,-15,-9
COc1ccc(S(N)(=O)=O)cc1C(=O)OCC(=O)N1CCCC(C)C1 (stereo unspecified),-4,-5,-1.2,-4,-4,-8,3,19,-3,-19
O=C(N=C1SC2CS(=O)(=O)CC2N1c1cc(Cl)ccc1Cl)C1CC1 (stereo unspecified),6,-3,-1.6,3,7,-12,-2,16,-5,-16
CCOC(=O)c1sc(C)c2c(=O)n(Cc3ccc(Cl)cc3)c(C)nc12,-6,-3,-0.8,-1,7,-5,0,-16,-28,16
CC1=C(C(=O)Nc2ccccn2)C(c2ccc3c(c2)OCO3)C2=C(CC(C)(C)CC2=O)N1 (stereo unspecified),31,-9,-1.2,0,18,-15,-1,11,3,-11
Cn1c2ccccc2c(=O)c2ccc(C#CC3(N)CCCCC3)cc21,-13,-17,-6.2,-12,6,-18,nt,-11,-1,11
C[C@H](CO)N1C[C@H](C)[C@@H](CN(C)S(=O)(=O)c2ccccc2)Oc2ccc(NC(=O)C3CCCCC3)cc2C1=O,-2,-5,-0.8,-2,-9,-10,nt,9,18,-9
O=C(CCS(=O)(=O)c1cc2c(cc1Cl)NC(=O)CO2)NCc1ccccc1,2,-8,-1.7,0,-3,-32,-4,27,-11,-27
O=C(Nc1ccc2c(c1)CCC2)C1CCN(c2ncccn2)CC1,14,-6,-0.9,0,-16,-12,-1,-27,8,27

# Part of the list above, with values under each structure:
# Under each structure: MITF act, dFosB act, CAL PDZ FP-1, CAL PDZ FP-2, PfHsp90 set2, PvdQ inh, NSD2 HMT inh, SR-BI DiI-HDL act, Rtt109 HAT inh, SR-BI HDL uptake
> COc1ccccc1C(C)Nc1nc(-c2cccnc2)nc2ccccc12 (stereo unspecified)
  -3, -13, -3.8, -8, 8, -13, nt, -9, 6, 9
> CCOC(=O)CSc1nc(Nc2ccc3c(c2)OCO3)c2ccccc2n1
  5, -3, -1.1, -2, -7, -12, -2, -28, 2, 28
> CN(C)c1ccc(S(=O)(=O)N2CCCCC2)cc1NC(=O)C1=NN(c2ccccc2)C(=O)CC1
  -1, -8, -2.1, -3, -5, -12, 21, -4, 3, 4
> O=C(O)CNc1ccccc1C(=O)O
  -16, -8, -1.1, 6, -25, -7, 11, -27, 8, 27
> Cc1cc(NC(=O)CSc2nc3cc(C)c(C)cc3cc2C)no1
  9, -10, -1.1, -2, 4, -13, -2, nt, -2, nt
> CC(C)(/C=N/O)/[N+]([O-])=C/c1ccccc1
  nt, -1, 0.7, -3, -1, 3, -4, -10, 6, 10
> COc1ccc(Cl)cc1NC(=O)NN1CCN(C)CC1
  1, 3, -2.6, -5, -2, -12, 1, 16, -1, -16
> Cc1nc2n(n1)C(c1ccccc1)C1=C(CC(c3ccco3)CC1=O)N2 (stereo unspecified)
  -2, 3, -1.4, -4, -10, -16, -2, 26, 3, -26
> CC(C)CCn1c(Br)nc2c1c(=O)n(CC(N)=O)c(=O)n2C
  nt, -9, -4.7, -1, 9, -12, -1, -8, 11, 8

# Random draw from the library. About 4.3% of those tested had a hit in this group.
